# Arr AP2 block = blocks beta-arrestin peptide binding to AP2 adaptin | FITC-arrestin peptide / GST-AP2 beads, flow cytometry; AP2 beta2 appendage carries R879A mutation | inhibition, % at 10 µM | 340,000 compounds, 0.31% hits;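 active means inhibition above a set limit, near 3 SD of compounds lacking own fluorescence, cut at about 54% in these data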;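 further: plate controls were DMSO wells for no effect and 5 µM unlabelled arrestin peptide for full effect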
#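 System: GST-AP2 R879A glutathione beads; medium: PBS, Tween 20 0.05%, BSA 0.1%; reagent: fluorescein-tagged arrestin peptide at 50 nM final; schedule: pre-incubation 12 min, peptide binding 1 h, room temperature; detection: flow cytometry, FL1 (488/535 nm); read-out: inhibition as reduced fluorescein signal on beads, percent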
# Wnt bcat act = Wnt/beta-catenin pathway activation | 300,000 compounds, 1.2% hits | activation, % at 9.35 µM | Wnt/beta-catenin reporter cell assay, activator, plate reader; in the data active means activation above about 30%, passing the limit was not always enough;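 further: 0% = neutral control wells and 100% = positive control wells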
# LANA DNA inh = inhibitors of KSHV LANA C-terminal domain DNA binding. MBP-C-LANA/FAM-LBS DNA binding, fluorescence polarization. inhibition, % at 9 µM. 340,000 compounds, 0.078% hits;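 active means highest replicate inhibition at or above 60% at 9 µM, even if other replicates fall short; inactive means all replicates below 60% inhibition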;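 further: 0% = neutral control wells and 100% = 4 µM acridine orange control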
# OPRM1-OPRD1 inv = mu-delta opioid heterodimer inverse agonism; P35372+P41143; cell-based MOR-DOR heterodimer luminescence; inhibition, % at 9.3 µM; 340,000 compounds, 0.21% hits; AID 504357; in the data active means inhibition above about 22%, passing the limit was not always enough;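 further: 0% = cells with DMSO and 100% = wells without cells with DMSO; values of inactives mirror those of a sister screen read the other way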
# Target sequence (P35372 whole entry, looked up): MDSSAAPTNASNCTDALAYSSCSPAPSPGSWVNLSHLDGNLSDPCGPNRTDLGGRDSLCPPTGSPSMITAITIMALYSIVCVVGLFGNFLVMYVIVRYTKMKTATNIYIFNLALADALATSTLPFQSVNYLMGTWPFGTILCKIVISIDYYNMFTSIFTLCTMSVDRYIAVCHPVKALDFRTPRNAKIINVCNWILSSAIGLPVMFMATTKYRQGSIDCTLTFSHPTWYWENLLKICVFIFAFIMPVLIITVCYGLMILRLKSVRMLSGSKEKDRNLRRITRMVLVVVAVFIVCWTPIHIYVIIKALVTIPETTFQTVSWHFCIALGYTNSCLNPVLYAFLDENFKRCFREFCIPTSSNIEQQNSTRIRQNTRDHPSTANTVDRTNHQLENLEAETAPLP
# Target sequence (P41143 whole entry, looked up): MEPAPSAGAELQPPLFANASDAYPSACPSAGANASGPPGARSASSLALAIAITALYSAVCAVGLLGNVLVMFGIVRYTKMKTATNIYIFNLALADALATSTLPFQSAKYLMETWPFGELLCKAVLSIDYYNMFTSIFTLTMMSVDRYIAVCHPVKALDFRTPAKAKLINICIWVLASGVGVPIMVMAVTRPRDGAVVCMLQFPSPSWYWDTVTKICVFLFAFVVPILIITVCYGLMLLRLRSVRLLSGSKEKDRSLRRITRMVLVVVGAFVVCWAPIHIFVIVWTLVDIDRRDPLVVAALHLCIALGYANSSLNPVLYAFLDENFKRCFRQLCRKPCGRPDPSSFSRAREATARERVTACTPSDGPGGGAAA
# RTF Ca sens inh = cardiac RTF calcium desensitization. P19429+P45379. AID 493244. inhibition, % at 7.15 µM. 340,000 compounds, 0.12% hits. IANBD-labeled cardiac RTF, Ca2+ fluorescence;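 active means inhibition above the mean inhibition of all tested compounds plus 3 SD, cut at about 17% in these data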;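 further: assay run at fixed EC70 calcium of 1.6 mM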
# V-ATPase pH = regulators of yeast V-ATPase proton transport; S. cerevisiae, pHLuorin cytosolic pH fluorescence; response, % at 10 µM; 350,000 compounds, 0.37% hits; AID 504577; in the data active means response mostly above about 7.3%, no sharp cut-off; inactive means mostly below about 5.4%; further: actives read high; inactives centre near 0; some compounds called inactive have numbers as strong as hits; reference of the scale not given here
# Pemphigus Ab inh = blocks pemphigus antibody binding to human desmoglein-3 | binding (percent of control), % at 10 µM | DSG3-coupled beads, scFv-anti-DSG3-GFP binding, flow cytometry; active compounds read low | 310,000 compounds, 0.48% hits | P32926;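 active means binding more than 3 SD below its plate's average and above zero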;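 further: hits lower antibody fragment binding to DSG3; some compounds called inactive have numbers as strong as hits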
# Keap1-Nrf2 PPI = disrupts human Keap1 binding to Nrf2 peptide; Q14145; Keap1 Kelch-Nrf2 peptide fluorescence polarization, 1536-well; inhibition, % at 9.4 µM; 340,000 compounds, 0.15% hits; AID 504523; in the data active means inhibition above about 12%;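 further: human Keap1 Kelch domain with fluorescein labeled Nrf2 9mer peptide probe; 0% = neutral control wells and 100% = peptide positive control; higher means more block of Keap1 binding to Nrf2 peptide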
# OPRM1-OPRD1 ag = OPRM1-OPRD1 heterodimerization agonism; P35372+P41143; cells, luminescence; activation, % at 9.3 µM; 340,000 compounds, 0.3% hits; AID 504326; in the data active means activation above about 18%;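 further: 0% = vehicle-treated cells and 100% = reference agonist; values of inactives mirror those of a sister screen read the other way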
# RTF Ca sens act = cardiac RTF calcium sensitization. P19429+P45379. 340,000 compounds, 0.24% hits. AID 493008. activation, % at 7.2 µM. IANBD-labeled TnC RTF fluorescence at EC20 calcium; 0% EC20 calcium, 100% full calcium;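 active means activation above the mean over all tested compounds plus 3 SD, cut at about 30% in these data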;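 further: rise in fluorescence read as greater calcium sensitivity of cardiac thin filaments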
# * hit, by the source's call; · = no result given.
# Every second line gives: Arr AP2 block	Wnt bcat act	LANA DNA inh	OPRM1-OPRD1 inv	RTF Ca sens inh	V-ATPase pH	Pemphigus Ab inh	Keap1-Nrf2 PPI	OPRM1-OPRD1 ag	RTF Ca sens act
> CC[C@]12c3[nH]c4ccc(Cl)cc4c3CCN1C(=O)[C@@H](CC(=O)NCCCn1ccnc1)C[C@@H]2C(=O)N1CCN(C(=O)c2ccco2)CC1
  1	-3	1.1	12	-6	-4	86	2	-2.4	-5
> CCCCN(C(=O)NC(=O)Nc1nc2ccc(OC)cc2s1)S(C)(=O)=O
  11	19	1.1	7	-3	-1	99	-3	-1.2	-4
> CCCc1nnc(NC(=O)CCC(=O)N2CCN(Cc3ccc(Cl)cc3)CC2)s1
  -11	1	2.1	10	-2	-4	102	-4	-1.9	-4
> Clc1ccc(Nc2nc(-c3ccncc3)cs2)cc1
  -28	·	0.5	-27	1	·	97	2	4.6	2
> Cc1ccc(/C=N/n2cnnc2)s1
  19	4	1.6	0	3	-3	96	-2	-0.1	1
> Cc1ccc(C)c(N2CCN(C(=O)CN3C(=S)NC(C)(C)CC3C)CC2)c1 (centres undefined)
  1	-1	-0.2	8	6	2	89	-6	-1.8	31*
> COc1ccc(Nc2cc(C)nc(N)n2)cc1
  -4	5	0.1	10	-5	-2	91	2	-1.9	-1
> CC(=O)c1cccc(NC(=O)C2=CN3CCS(=O)(=O)N=C3C=C2)c1
  -10	-6	1.6	12	-15	6	·	3	-3.0	-1
> CC(C)(C)OC(=O)NNC(=O)Nc1ccccc1C(F)(F)F
  28	-7	-0.9	13	-11	0	105	-2	-2.3	0
> COc1cc2c(cc1NC(=O)CN(C)Cc1cccc(OC)c1OC)oc1ccccc12
  -7	-7	-1.3	4	6	-1	94	-6	-0.6	4
> Cc1cc(Cl)ccc1Oc1ncc(-c2ccc(Cl)cc2)cn1
  2	·	2.0	-13	-5	-2	100	-2	2.6	1
> C/C(=C\c1ccccc1)C(=O)NCc1ccco1
  -1	32*	0.7	4	6	3	104	0	-0.6	-2
> COc1ccc(CCNC(=O)COC(=O)c2ccc(S(=O)(=O)N3CCCC3)cc2)cc1OC
  11	0	-0.4	12	-3	-1	84	-4	-2.2	-8
> CCOc1ccc(NC(=S)N2CCCC2)cc1
  26	-2	-1.3	12	-5	-5	118	2	-2.2	-6
> CC(C)(C)c1ccc(-c2conc2N)cc1
  4	·	0.1	-15	-17	0	101	2	2.7	-6
> N#C/C(=C(/O)c1cccs1)c1nc2ccccc2[nH]1
  1	10	0.2	4	-9	0	90	0	-0.8	-1
> CCCCN1C(=N)N([C@@H](CCC)CN2CCC[C@H]2CN2C(N)=NC[C@@H]2Cc2ccccc2)C[C@H]1[C@H](C)CC
  12	5	-4.0	3	2	6	107	-4	-0.6	3
> COc1cc(-n2c(=O)c3ccccc3n(Cc3ccccc3)c2=O)cc(OC)c1OC
  8	·	3.9	5	5	6	·	-1	-0.9	-6
> COc1cccc(-c2nn(C)c3sc(C(=O)NCc4ccc(C)cc4)cc23)c1
  -9	-1	-2.0	3	-10	-2	102	-1	-0.6	0
> c1ccc2[nH]c(SCC3CCCCO3)nc2c1 (centres undefined)
  9	40*	1.6	11	7	0	118	2	-2.2	-3
> Cc1sc2nc(CSC(C)C(=O)Nc3ccc(Cl)cn3)[nH]c(=O)c2c1C (centres undefined)
  -26	-1	1.7	20	-9	-2	·	-3	-4.9	4
> CC(CCc1ccccc1)NC(=O)C1CCN(S(=O)(=O)c2ccc(F)cc2)CC1 (centres undefined)
  24	-3	-0.2	8	-4	-3	99	0	-1.6	-6
> O=C(c1ccco1)N1CCN(C(=O)c2cccn3c(=O)c4c5c(sc4nc23)CCCC5)CC1
  13	-1	1.1	11	-6	-5	102	-3	-2.2	-1
> O=C(NCCCNC(=O)c1cccs1)c1cccs1
  -2	·	1.1	2	-1	3	102	2	-0.3	-3
> Cc1ccc(S(=O)(=O)NCCC(=O)N2CCOCC2)cc1C
  -3	1	0.2	4	-3	-2	100	1	-0.6	3
> Cc1ccccc1NC(=O)COC(=O)CCc1ccccc1
  4	0	-1.7	15	-5	0	106	-5	-3.3	3
> CC(CC(=O)NCc1ccccc1)C1CCCO1 (centres undefined)
  6	·	0.4	8	-9	1	·	-5	-1.4	5
> O=C(Cn1c(C(F)(F)F)nc2ccccc21)NCCN1CCCC1
  -3	-2	-1.5	·	-4	1	107	-9	·	16
> Cc1ccccc1S(=O)(=O)N1[C@@H](c2cccc(Cl)c2)C(C(=O)O)=CC[C@H]1c1ccc(Cl)cc1
  2	5	2.2	9	1	2	101	0	-1.6	0
> O=C(Nc1cccnc1)c1ccc([N+](=O)[O-])cc1Cl
  -4	1	-0.1	-24	-4	10	104	-2	3.3	-2
> Cc1cc(C(=O)CN2C(=O)c3cccc(N)c3C2=O)c(C)n1Cc1cccs1
  2	20	-0.6	2	3	-2	107	-6	-0.6	-4
> COc1ccc(OC)c(NC(=O)COC(=O)CCc2ccc(S(=O)(=O)N3CCOCC3)cc2)c1
  11	-3	2.3	1	-1	4	91	2	-0.3	-3
> O=C1NCC(Nc2ccccc2)C(=O)N1 (centres undefined)
  -10	2	-2.4	10	0	-2	115	6	-2.1	-2
> Nc1[nH]c(=O)[nH]c(=O)c1N=Nc1cccc(Cl)c1
  7	-3	11	-64	-6	4	111	-2	14	0
> COc1ccc(CN(Cc2ccc(C(=O)O)cc2)C(=S)Nc2ccc(C)cc2)cc1OC
  -22	12	0.0	10	-2	0	101	1	-1.8	4
> COc1ccc(CNn2c(-c3cccc(C)c3)nc3ccccc3c2=O)cc1OC
  1	-2	-1.4	-13	6	4	103	5	2.3	-6
> O=C(N/N=C/c1ccccn1)c1cc(C2CC2)nc2ccccc12
  3	·	-2.1	4	-10	1	104	-4	-0.5	1
> Cc1ccc(-c2nc(C3CCN(S(=O)(=O)c4ccc(C(F)(F)F)cc4)CC3)no2)cc1
  9	·	-0.5	8	-3	5	108	2	-1.3	-1
> CCOc1cc(C2C(C(=O)N3CCCCC3)=C(C)NC3=C2C(=O)CCC3)cc(Br)c1O (centres undefined)
  11	·	1.3	12	-1	0	·	0	-2.1	1
> CC(C)Nc1nnc(SC(C)C(=O)Nc2ccc(Cl)cn2)s1 (centres undefined)
  55*	1	-3.8	2	-11	11	102	-3	-0.4	2
> CN(CC(=O)Nc1ccc(F)c(F)c1F)C(=O)c1nn(Cc2ccccc2)c(=O)c2ccccc12
  -9	0	2.0	7	-15	2	89	1	-1.6	-3
> CCOC(=O)CNC(=O)c1c(C)nn(-c2ccccc2)c1Cl
  -1	2	2.1	7	18*	-3	100	-1	-1.3	-1
> O=C(COC(=O)c1ncc(Cl)c(Cl)c1Cl)Nc1ccc(Cl)cn1
  -6	2	1.0	-13	1	-1	100	-3	2.0	-5
> CC12CCC(C(=O)N3CCCc4ccccc43)(OC1=O)C2(C)C (centres undefined)
  -3	0	0.4	9	-7	5	112	-2	-1.8	13
> CN(C(=O)COC(=O)c1ccc(F)c(S(=O)(=O)N2CCOCC2)c1)C1CCS(=O)(=O)C1 (centres undefined)
  25	·	0.1	10	1	5	101	3	-2.0	1
> CC(=O)Nc1ccc(S(=O)(=O)NCC2CCC(C(=O)NCCCN(C)Cc3ccccc3)CC2)cc1 (centres undefined)
  -19	0	1.2	6	1	-4	·	-4	-1.2	-4
> O=C(Nc1ccccc1)N1CCC(C(=O)N2CCCC(C(F)(F)F)C2)CC1 (centres undefined)
  23	-1	1.1	13	-14	0	119	-5	-2.2	3
> Cc1ccc(-n2ncc3c(SCc4ccccc4)ncnc32)cc1
  18	·	-0.3	7	-3	1	105	-1	-1.2	-3
> COC(=O)c1cc(OC)c(OC)cc1N=CC1=C(O)CC(C)(C)CC1=O
  -10	-1	0.0	-2	-8	-1	·	-2	0.4	1
> CCn1cc(C(=O)O)c(=O)c2cc(F)c(N3CCN(C(=S)NC(=O)c4ccccc4)CC3)cc21
  0	-1	0.2	6	0	-1	93	1	-1.1	-3
> COc1cc(OC)c(NS(=O)(=O)c2c(C)[nH]c(=O)[nH]c2=O)cc1Cl
  -6	1	-0.4	16	-6	3	90	0	-2.8	-2
> CC(C)(C)CNC(=O)[C@]1(C)CCC[C@@]2(C)C3CC[C@@]4(C)C[C@]3(CCC21)CC4=O (some centres undefined)
  2	2	-0.4	-35	-27	1	103	-2	6.6	11
> Cc1ccc(NS(=O)(=O)c2ccccc2)c([N+](=O)[O-])c1
  -14	0	-1.2	13	-3	-5	94	2	-2.6	-6
> Oc1ccc(-c2cn3cc(C(F)(F)F)ccc3n2)cc1
  0	·	0.6	3	-8	2	99	0	-0.5	-3
> COc1cccc(=O)c2c(C)n(C)c(C)c12
  0	-2	0.3	11	5	-1	79	2	-1.9	7
> CCc1nc(NCc2ccccc2)c(C#N)c2c1CCCC2
  5	-6	1.5	-23	-19	3	96	-11	3.1	-2
> O=c1cnn(-c2ccc(Cl)cc2Cl)c(-c2ccccc2)c1
  -7	·	3.2	-46	4	-2	100	2	7.3	-2
> COC(=O)/C(C#N)=C/c1c(N2CCN(C)CC2)nc2ccccn2c1=O
  8	0	0.7	8	-5	-1	126	-5	-1.8	-6
> CC(Sc1nnc(-c2ccncc2)n1C)C(=O)Nc1nccs1 (centres undefined)
  -24	-1	0.4	6	2	3	·	-3	-0.8	-2
> O=C1CCCC(=O)C1=Cc1c[nH]c2ccccc12
  -2	-2	-1.4	11	0	-1	105	-4	-2.5	-5

# Following part:
# Every second line gives: Arr AP2 block	Wnt bcat act	LANA DNA inh	OPRM1-OPRD1 inv	RTF Ca sens inh	V-ATPase pH	Pemphigus Ab inh	Keap1-Nrf2 PPI	OPRM1-OPRD1 ag	RTF Ca sens act
> COC(=O)CN(c1ccc(C(C)C)cc1)S(=O)(=O)c1c(C)[nH]c(=O)[nH]c1=O
  19	3	2.2	-9	-7	3	·	-1	1.7	3
> Cc1nc(NC(=O)COC(=O)CCc2ccccc2)c(Cl)cc1Cl
  11	-4	-0.1	2	-3	5	103	-4	-0.6	3
> O=C(O)COCC(=O)NCc1csc2ccccc12
  9	0	-0.3	6	1	3	111	-4	-1.1	1
> COc1cc(C)ccc1OCCOc1ccccc1Cl
  ·	·	2.0	-30	-11	-3	·	0	7.3	0
> c1ccc(OCc2nnc(-c3ccccc3)o2)cc1
  46	3	0.9	-3	-9	1	122	-4	0.6	-5
> Cc1ccc(S(=O)(=O)N2CCn3cccc3C2C)cc1 (centres undefined)
  -5	0	0.2	8	-3	0	110	-11	-2.0	-2
> Cc1cc(C(=O)NCc2cccs2)c(C)o1
  1	2	3.1	5	1	-4	101	-2	-1.0	-1
> C=CCn1c(SCCN2C(=O)c3ccccc3C2=O)nc2scc(-c3ccc(F)cc3)c2c1=O
  17	-3	3.4	13	-8	0	97	3	-2.6	4

# Compound activity from PubChem.
